APJ antag – APJ receptor antagonism; CHO-K1 APJ beta-arrestin complementation, luminescence; P35414; 0.32% of 330,000 active; inhibition, % at 20 µM;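 active means inhibition above about 40% at 20 µM, limit read from the data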;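 further: cells challenged with 10 nM apelin-13 agonist together with compound; plate controls were apelin-13 plus DMSO wells for no effect and DMSO wells lacking apelin-13 for full effect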
APJ agonist – agonists of human APJ apelin receptor | 0.11% of 330,000 active | AID 2520 | P35414 | CHO-K1 APJ PathHunter beta-arrestin, luminescence; 0% DMSO wells, 100% apelin | activation, % at 20 µM;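 active means activation more than six SD over the plate average, tested at 20 µM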;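 further: 0% = DMSO alone and 100% = apelin-13 at 10 nM; some results filed as inactive read as strong as hits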
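Assay system – PathHunter CHO-K1 APJ (AGTRL-1) beta-arrestin reporter cells · Compound – one dose, 20 µM compound, 1% DMSO · Timing – compound 90 min 25 °C, reagent 1 h · Measured by – luminescence from split beta-galactosidase complementation, Galacton Star/Emerald II substrate · Measure – beta-arrestin recruitment to APJ as agonist activity, luminescent signal · Benchmarks – DMSO vs Apelin-13 10 nM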
Mdm2-MdmX inh – human Mdm2/MdmX binding inhibition; O15151+Q00987; SaOS-2 split-luciferase Mdm2/MdmX complementation, luminescence; inhibition, % at 8 µM; 3% of 330,000 active; AID 485346;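 active means inhibition of at least 50% at 8 µM in the primary screen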
Target sequence (O15151 whole entry, looked up): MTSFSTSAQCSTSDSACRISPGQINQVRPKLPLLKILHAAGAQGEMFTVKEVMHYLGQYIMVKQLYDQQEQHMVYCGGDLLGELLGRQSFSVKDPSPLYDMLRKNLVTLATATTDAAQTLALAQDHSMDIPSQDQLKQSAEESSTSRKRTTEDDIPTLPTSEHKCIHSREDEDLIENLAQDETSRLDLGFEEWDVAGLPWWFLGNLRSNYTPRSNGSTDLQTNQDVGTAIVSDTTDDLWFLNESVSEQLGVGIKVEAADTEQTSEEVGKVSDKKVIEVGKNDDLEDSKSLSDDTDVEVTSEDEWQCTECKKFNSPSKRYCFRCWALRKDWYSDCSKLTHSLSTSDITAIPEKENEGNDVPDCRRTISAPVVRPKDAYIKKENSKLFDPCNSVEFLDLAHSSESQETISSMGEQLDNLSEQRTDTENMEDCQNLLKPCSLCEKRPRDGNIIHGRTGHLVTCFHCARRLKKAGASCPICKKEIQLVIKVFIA
Target sequence (Q00987 whole entry, looked up): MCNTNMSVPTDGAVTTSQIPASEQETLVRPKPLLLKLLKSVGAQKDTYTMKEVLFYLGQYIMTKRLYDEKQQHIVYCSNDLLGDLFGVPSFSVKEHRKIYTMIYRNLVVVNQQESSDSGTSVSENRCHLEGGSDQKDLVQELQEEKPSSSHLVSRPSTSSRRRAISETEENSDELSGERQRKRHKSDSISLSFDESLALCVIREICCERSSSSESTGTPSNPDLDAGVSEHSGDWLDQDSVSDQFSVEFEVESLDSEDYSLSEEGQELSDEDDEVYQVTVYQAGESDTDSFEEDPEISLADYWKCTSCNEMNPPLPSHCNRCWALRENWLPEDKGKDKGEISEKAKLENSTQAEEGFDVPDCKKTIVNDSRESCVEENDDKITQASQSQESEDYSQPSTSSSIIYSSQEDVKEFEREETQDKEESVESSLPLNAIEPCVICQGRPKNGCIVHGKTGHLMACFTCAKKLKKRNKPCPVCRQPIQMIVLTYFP
XBP1 UPR activ – adaptive UPR (XBP1) activation | CHO-XBP1 luciferase reporter, IRE1-XBP1 UPR activation, luminescence; percent of tunicamycin response, DMSO as zero | activation, % at 20 µM | 0.33% of 330,000 active | AID 463104;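 active means versus positive control, 20 µM dose yields 30% or more activation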;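 further: 100% = tunicamycin at 10 µg/mL and 0% = DMSO only wells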
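Test system: CHO-XBP1 luciferase reporter cells | Buffer or medium: Serum-containing F12 medium, 10% FBS | Schedule: 6 h compound exposure at 37 °C, 5% CO2 | Detection: Steady-Glo luciferase glow luminescence, 10 min after reagent addition | Read-out basis: Activation, % of tunicamycin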
tim23-1 inh – tim23-1 yeast growth inhibition; S. cerevisiae tim23-1 growth, BacTiter-Glo luminescence, 24 h; inhibition, % at 20 µM; 1.3% of 330,000 active; AID 463212;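 active means growth inhibition of the mutant yeast at or above 50%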;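 further: temperature-sensitive mutant grown at 25 °C; plate controls were DMSO-treated mutant yeast for no effect and medium wells lacking yeast for full effect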
697 NFkB inh – lowers PMA/ionomycin-induced NF-kB signal in 697 B cells. 697 B-cell NF-kB luciferase reporter, 16 h. inhibition, % at 4 µM. 0.33% of 330,000 active. AID 435022; in the data active means inhibition above about 35%
Jurkat NFkB inh – inhibitors of the PMA/ionomycin-induced NF-kB reporter in Jurkat cells | inhibition, % at 4 µM | 0.53% of 330,000 active | AID 435003 | PMA/ionomycin-induced NF-kB luciferase reporter, luminescence; in the data active means inhibition above about 50%
UPR CHOP act – apoptotic UPR (CHOP) activation | CHO-CHOP luciferase reporter, luminescence; percent of tunicamycin response over DMSO baseline | activation, % at 10 µM | 0.34% of 330,000 active;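 active means at 10 µM dose, activation of 40% or more, normalized to positive control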;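 further: 100% = tunicamycin at 10 µg/mL and 0% = DMSO alone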
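Assay system: CHO cells with stable CHOP pathway luciferase reporter; Buffer or medium: F12 plus 10% serum; Times: 16-18 h cell attachment, then 6 h compound exposure, 37 °C; Signal: luciferase luminescence; Read-out basis: percent activation relative to tunicamycin control; Control set: tunicamycin high control, DMSO low control.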
Numbers without * were called inactive; i = inactive.

SMILES	APJ antag	APJ agonist	Mdm2-MdmX inh	XBP1 UPR activ	tim23-1 inh	697 NFkB inh	Jurkat NFkB inh	UPR CHOP act
COc1cc(Br)cc(CNc2ccc(F)c([N+](=O)[O-])c2)c1O	18	-5	12	-2	54*	11	-14	-0.2
Cc1occc1C(=O)N/N=C/c1ccc(N(C)C)cc1	-10	3	-80	-7	28	-127	-96	-3.8
CCOC(=O)c1c(C)[nH]c(C)c1C(=O)COC(=O)/C=C/c1ccc(OC)cc1	-27	6	69*	-2	30	-40	51*	1.7
COc1cccc(CN2CC(C(=O)N(C)Cc3ccc(C)cc3)CCC2=O)c1 (centres undefined)	3	7	2	0	11	-19	-22	5.7
CCCOC(=O)C1C2C=CC3(CN(c4cccc(Cl)c4)C(=O)C13)O2 (centres undefined)	6	-4	5	-2	12	21	11	-1.7
Cc1ccc(C(=O)O)cc1[N+](=O)[O-]	-2	-4	11	0	13	16	-5	-0.6
CCc1ccc(C(=O)OCC(=O)Nc2cccc(S(=O)(=O)NC3=NCCCCC3)c2)cc1	-1	-3	2	3	11	17	3	0.1
O=C1CN=C(Nc2ccc(Cl)cc2)N1c1ccccc1	-38	-2	-8	-5	14	16	-9	0.2
N#C/C(=C/c1cn(CC(=O)O)c2ccccc12)C(=O)Nc1ccccc1	9	-6	51*	0	13	-19	-26	-0.7
Clc1ccc(OCCSc2ncccn2)c2ccccc12	-3	-5	16	4	6	-23	-32	2.3
CCc1ccc(NC(=O)NCCN2CCN(c3ccc(OC)cc3)CC2)cc1	15	-2	-18	2	13	5	-2	-1.6
CC(C)NCc1nnc(-c2ccccc2Cl)o1	5	-3	20	-3	-5	-2	5	1.8
CN(Cc1nc2ccc(F)cc2[nH]1)C(=O)C1CCC(=O)N(C2CC2)C1 (centres undefined)	14	-1	19	-2	1	-4	-6	0.3
O=C(O)CC(NC(=O)C1CCCCC1)c1cc([N+](=O)[O-])ccc1Cl (centres undefined)	-5	-3	5	-1	9	-2	-1	0.7
CCc1ccccc1NC(=O)c1cccs1	0	-2	17	0	5	20	-2	-0.6
Cn1c(SC2=CS(=O)(=O)c3ccccc32)nc2ccccc21	4	-2	70*	-3	33	-88	74*	36
COc1cc2c(cc1NC(=O)CSc1nc3ccccc3[nH]1)oc1ccccc12	7	1	14	-3	34	19	-6	-1.2
CCOc1cc(/C=N/O)ccc1OCc1ccc([N+](=O)[O-])cc1	3	5	-23	4	18	-5	16	5.0
O=C(c1ccccc1)N(Cc1cccs1)C1CCS(=O)(=O)C1 (centres undefined)	1	-4	8	-2	9	16	13	0.8
CC(C)(C)C1CCC(=NNC(=O)C(=O)NCc2cccnc2)CC1 (centres undefined)	2	-6	-4	1	6	9	0	0.4
COc1ccc([N+](=O)[O-])cc1N(CC(O)CN1C(=O)NC(C)(C)C1=O)S(=O)(=O)c1ccccc1 (centres undefined)	2	0	14	-4	10	-5	-6	2.0
Cc1ccc(S(=O)(=O)n2ccc3cccnc32)cc1	5	-6	21	2	15	-2	9	-0.5
S=c1[nH]nc(-c2cc(-c3ccccc3)n[nH]2)n1/N=C/c1ccc(Cl)cc1	-13	2	-4	2	2	-4	8	0.2
Cc1nn2c3ccccc3n(CCN3CCCCC3)c2nc1=O	24	1	-32	-1	8	-19	4	-2.0
O=C(/C=C(\O)c1ccccc1)C(=O)NNC(=O)c1ccccc1[N+](=O)[O-]	6	-2	-7	1	11	17	-2	-0.9

6 compounds from above, limited to APJ agonist and UPR CHOP act:
SMILES | APJ agonist | UPR CHOP act
CCCOC(=O)C1C2C=CC3(CN(c4cccc(Cl)c4)C(=O)C13)O2 (centres undefined) | -4 | -1.7
Cc1ccc(C(=O)O)cc1[N+](=O)[O-] | -4 | -0.6
CCc1ccc(C(=O)OCC(=O)Nc2cccc(S(=O)(=O)NC3=NCCCCC3)c2)cc1 | -3 | 0.1
O=C1CN=C(Nc2ccc(Cl)cc2)N1c1ccccc1 | -2 | 0.2
N#C/C(=C/c1cn(CC(=O)O)c2ccccc12)C(=O)Nc1ccccc1 | -6 | -0.7
Clc1ccc(OCCSc2ncccn2)c2ccccc12 | -5 | 2.3

(continued)
SMILES	APJ antag	APJ agonist	Mdm2-MdmX inh	XBP1 UPR activ	tim23-1 inh	697 NFkB inh	Jurkat NFkB inh	UPR CHOP act
COc1ccccc1NC(=O)c1c([N+](=O)[O-])cnn1C	-2	4	3	-6	-13	-38	3	1.7
COC(=O)c1sccc1NC(=O)c1ccccc1Br	10	-3	21	2	15	6	19	-0.4
COc1cc(OC)c(OC)cc1/C=N/NC(=O)c1ccc2nc[nH]c2c1	0	1	19	1	14	-4	2	3.0
C/C(=N/NC(=O)c1ccc(C)s1)c1cccnc1	-18	0	-3	-4	11	-8	0	5.4
COc1ccc(N2CCN(C(CNC(=O)C(=O)NCc3cccnc3)c3ccco3)CC2)cc1 (centres undefined)	2	-1	11	-1	9	9	-13	-3.4
COc1ccc(OC)c(CN(CCCN2CCOCC2)S(=O)(=O)c2ccc(NC(C)=O)cc2)c1	14	-2	-5	1	3	-19	-10	0.4
CC(=O)c1ccc(NC(=O)Cn2cnc(S(=O)(=O)N3CCCCC3)c2)cc1	11	-7	-18	-1	1	-17	16	0.4
Cc1nn(-c2ccc(F)cc2)c(-n2cccc2)c1C(=O)N1CCN(C(=O)c2ccco2)CC1	7	2	4	-2	6	-12	9	-0.6
O=C(C1CCCC1)N1CCN(S(=O)(=O)c2ccc(Cl)cc2)CC1	4	-3	33	2	22	13	5	-1.2
Cc1cc(C)c(C#N)c(SCC(=O)c2ccccc2)n1	1	-3	14	-1	13	1	-27	-2.4
COc1cccc(CC2(CO)CCCN(Cc3cn[nH]c3-c3ccc(F)cc3)C2)c1 (centres undefined)	10	-4	4	-1	15	-8	-3	0.2
Cc1c(Cl)cccc1NC(=O)NCc1ccc(F)cc1	-1	-6	-5	-2	7	3	-14	3.8
O=c1[nH]ncc(N2CCCCCC2)c1Cl	-3	-3	15	-1	3	-3	-11	3.0
Cc1nn2cnnc2c(C)c1Cc1c(F)cccc1Cl	18	-3	-7	-1	32	-17	-2	-1.1
COc1ccc(C)cc1NC(=O)c1ccccc1NS(=O)(=O)c1cccc2cccnc12	9	-3	15	2	21	-9	3	1.1
COc1ccc2oc(C)c(C(N)=O)c2c1	3	-4	3	0	1	-3	-11	-1.5
O=C(Nc1cnccn1)c1csc2ccccc12	11	-4	2	-2	17	15	-32	5.6
O=C(COc1ccc(F)cc1)N1CCCCCCC1	13	0	1	-4	9	4	7	2.7
CCN(CC)S(=O)(=O)c1ccc(-c2nnc(SCc3nnc(-c4ccc(C)cc4)o3)n2CC)cc1	11	-3	18	-3	16	-4	3	9.0
Cc1ccc(NC(=O)CCC(=O)N/N=C/c2ccc(O)cc2)cc1	-3	1	-25	-2	-1	2	0	-0.6
Cc1ccc(NC(=O)CSCC(=O)Nc2ccccc2C(=O)NC2CC2)cc1	-8	-3	14	-2	11	3	6	-3.0
Cc1nn(-c2ccccc2)c(C)c1NC(=O)COc1cc(F)ccc1[N+](=O)[O-]	5	0	20	-2	7	16	4	-0.1
O=C(OCC(=O)N1CCCC1)c1ccc(S(=O)(=O)N2CCOCC2)cc1	0	-1	8	-2	14	11	-15	-1.6
O=C(NCCNC(=O)c1ccc(Cl)cc1Cl)c1cnccn1	12	1	-9	-1	16	15	10	2.1
O=C(NCc1ccccc1)C1=C[C@H](C2CCCCC2)C[C@H](OCc2ccc(CO)cc2)O1	-3	-4	51*	-4	20	i	7	3.0

Full records, quoted from the list. Values in the order: APJ antag | APJ agonist | Mdm2-MdmX inh | XBP1 UPR activ | tim23-1 inh | 697 NFkB inh | Jurkat NFkB inh | UPR CHOP act
Entry for `O=C(NCCNC(=O)c1ccc(Cl)cc1Cl)c1cnccn1` → 12 | 1 | -9 | -1 | 16 | 15 | 10 | 2.1
Entry for `COc1ccc(OC)c(CN(CCCN2CCOCC2)S(=O)(=O)c2ccc(NC(C)=O)cc2)c1` → 14 | -2 | -5 | 1 | 3 | -19 | -10 | 0.4
Entry for `O=c1[nH]ncc(N2CCCCCC2)c1Cl` → -3 | -3 | 15 | -1 | 3 | -3 | -11 | 3.0
Entry for `COc1cccc(CC2(CO)CCCN(Cc3cn[nH]c3-c3ccc(F)cc3)C2)c1` (centres undefined) → 10 | -4 | 4 | -1 | 15 | -8 | -3 | 0.2

Other entries:
SMILES	APJ antag	APJ agonist	Mdm2-MdmX inh	XBP1 UPR activ	tim23-1 inh	697 NFkB inh	Jurkat NFkB inh	UPR CHOP act
CC(=O)Nc1ccc(NC(=O)COC(=O)/C(=C/c2ccccc2)n2nnnc2C)cc1	-29	3	36	-6	4	-23	-1	1.0
O=C(CC1C(=O)NCCN1Cc1c(F)cccc1Cl)NC1CCCC1 (centres undefined)	-8	-1	18	0	-5	2	-8	-3.0
CCn1c(=S)sc2c(=O)n(CC(=O)Nc3cccc(Br)c3)c(C)nc21	-2	0	6	-4	10	11	4	-1.0
Cn1c(Cc2csc(N)n2)nnc1SCC(=O)NC1CCCCC1	2	-3	3	1	-4	-5	1	1.9
CC(CCc1ccccc1)NC(=O)CNC(=O)COc1ccccc1 (centres undefined)	-17	-2	-39	-3	10	3	-6	0.3
Cc1ccc(C(=O)CSc2nnc(-c3ccccc3)o2)cc1	14	0	7	-2	-13	12	-18	0.6
O=c1cc(CSc2ccc(Cl)cc2)nc(-c2ccccc2)[nH]1	-4	-1	13	1	18	8	12	0.6
CCCCCC(N)=O	-8	-2	20	-2	-6	11	9	2.0
COc1ccc2nc(NC(=O)Cn3cnc4c(=O)n(C)c(=O)n(C)c43)sc2c1	13	-5	2	-3	1	12	12	1.0
COC(=O)c1sc2nc(CN3CCN(c4ccc(OC)cc4)CC3)[nH]c(=O)c2c1C	-23	-2	19	-6	0	5	5	-1.7
O=C1C2C3CC(C(Br)C3Br)C2C(=O)N1c1ccccn1 (centres undefined)	0	0	6	-1	11	3	-9	1.1
C[C@H](NC(=O)c1ccccc1Cl)C(=O)NCCc1ccc(S(N)(=O)=O)cc1	7	3	8	-2	-5	21	11	-0.3
CCN(CC(=O)Nc1c(F)cccc1F)C(=O)CN1C(=O)NC2(CCCC2)C1=O	-2	0	31	-2	6	11	13	3.0
O=C(NCCc1ccccc1)c1ccc(-c2ccc(F)cc2)o1	1	-5	-8	-1	6	7	7	0.4
O=c1cc(-c2ccco2)nc(SCc2cccc(Cl)c2)[nH]1	-3	-2	10	-1	27	-4	-6	-1.1
O=C(O)CN1CCN(Cc2ccccc2Cl)C1=O	21	-5	16	-2	4	13	9	-2.8
COCCCNc1ncnc2sc3c(c12)CCC(C)C3 (centres undefined)	12	-1	-10	1	23	1	0	-1.4
CCCc1cc2c(cc1NC(=O)c1ccc(C)cc1)OCO2	14	-2	-16	-7	0	-16	-17	-0.2
Cc1c(C(=O)NCCSc2ccc(Cl)cc2)cccc1[N+](=O)[O-]	6	-2	-5	-1	38	-6	2	-1.8
Cc1ccccc1-c1nc(-c2ccc(NC(=O)c3ccc(Br)o3)cc2)no1	4	0	-25	2	2	-34	-21	7.7
CCOC(=O)c1sc(N2C(=O)C(O)=C(C(=O)c3ccco3)C2c2ccc([N+](=O)[O-])cc2)nc1C (centres undefined)	0	3	5	-1	13	20	-13	-0.1
O=c1[nH]c2ccccc2nc1/C=C/c1ccc(O)cc1	6	-1	-10	11	25	-33	2	5.3
CCCCn1c(=O)nc2n(-c3ccc(C)cc3)c3ccccc3cc-2c1=O	14	-2	11	-3	-7	19	15	0.5
